# HepG2 tox: counter-screen for TGF-b inhibitors: cytotoxicity in HepG2 cells | HepG2 CAGA-GFP viability, ATP luminescence, 18 h | Potency, µM (series often up to 46.1 µM), for inactives: top-dose activity change, negative = cytotoxicity, usual class: cytotoxic | actives 0.76% (n = 410,000); note: some results filed as inactive show a strong effect at the top dose
#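 HepG2 CAGA-GFP cells (1000/well, DMEM with 1% FBS) received compound, then TGF-beta at 500 pg/mL final, and were incubated 18 hours at 37 degrees C. Viability was read by CellTiter-Glo luminescence. Media-only wells were set as complete cell-killing and DMSO as no toxicity.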
# Nrf2 block: Nrf2 pathway inhibition | A549 ARE-Fluc reporter, luciferase luminescence, 18-24 h | Potency, µM (doses to about 46 µM), without a hit: top-dose activity change, negative = inhibition, hits mostly inhibitors | actives 2.1% (n = 360,000) | AID 504444; note: % is set by controls: 0 for no effect and ±100 for the full control effect; nearly all actives have a fitted effect of over 60% in size
#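 Two sequential reads on A549 ARE_Fluc cells exposed to compound for 18-24 h: a CellTiter-Fluor fluorescence read for viability, then a luciferase luminescence read for Nrf2/ARE activity.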
# ATXN2 expr inh: ATXN2 expression inhibition. HEK-293 ATXN2-luciferase reporter, luminescence, 24 h. AID 1745845. Potency, µM (highest dose often 57 µM), inactives show at the top dose activity change, negative = inhibition, hits mostly inhibitors. actives 0.72% (n = 360,000); note: % is set by controls: 0 for no effect and ±100 for the full control effect; nearly all actives have a fitted effect of over 55% in size
#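 ATXN2-luciferase reporter cells (luciferase flanked by upstream and downstream ATXN2 gene portions) were treated 24 h at 37 °C with compounds at up to 57 uM. SteadyGlo luminescence gave expression; GF-AFC fluorescence gave viability.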
# ATXN viability: cell viability loss in ATXN counter-screen. S2 cells (HEK-293 line with an ATXN2-luciferase reporter) viability, CellTiter-Fluor protease fluorescence, 24 h. Potency, µM (top dose mostly 56.7 µM), actives largely listed as cytotoxic. actives 0.49% (n = 400,000). AID 651635; note: nearly all actives have a fitted effect of over 40% in size
# MCF10A rerep: DNA re-replication induction in MCF 10a cells. actives 2.9% (n = 350,000). AID 624296. MCF 10A DNA re-replication, Hoechst nuclear intensity, 48 h. Potency, µM (top dose mostly 46.1 µM), inactives show at the top dose activity, positive = re-replication, usual class: activators; note: % of control where 0% means no effect; nearly all actives have a fitted effect of over 50% in size
# EPAC2 antag: EPAC2 (human) antagonism; actives 0.18% (n = 360,000); Q8WZA2; Potency, µM (series often up to 114 µM), for the others: top-dose activity, negative = inhibition, actives largely listed as inhibitors; EPAC2 GEF exchange of Rap1B-BODIPY-GDP, fluorescence; AID 720708; note: % is set by controls: 0 for no effect and ±100 for the full control effect; nearly all actives have a fitted effect of over 45% in size; many of its hits are not listed in these tables
# Target sequence (Q8WZA2 whole entry, looked up): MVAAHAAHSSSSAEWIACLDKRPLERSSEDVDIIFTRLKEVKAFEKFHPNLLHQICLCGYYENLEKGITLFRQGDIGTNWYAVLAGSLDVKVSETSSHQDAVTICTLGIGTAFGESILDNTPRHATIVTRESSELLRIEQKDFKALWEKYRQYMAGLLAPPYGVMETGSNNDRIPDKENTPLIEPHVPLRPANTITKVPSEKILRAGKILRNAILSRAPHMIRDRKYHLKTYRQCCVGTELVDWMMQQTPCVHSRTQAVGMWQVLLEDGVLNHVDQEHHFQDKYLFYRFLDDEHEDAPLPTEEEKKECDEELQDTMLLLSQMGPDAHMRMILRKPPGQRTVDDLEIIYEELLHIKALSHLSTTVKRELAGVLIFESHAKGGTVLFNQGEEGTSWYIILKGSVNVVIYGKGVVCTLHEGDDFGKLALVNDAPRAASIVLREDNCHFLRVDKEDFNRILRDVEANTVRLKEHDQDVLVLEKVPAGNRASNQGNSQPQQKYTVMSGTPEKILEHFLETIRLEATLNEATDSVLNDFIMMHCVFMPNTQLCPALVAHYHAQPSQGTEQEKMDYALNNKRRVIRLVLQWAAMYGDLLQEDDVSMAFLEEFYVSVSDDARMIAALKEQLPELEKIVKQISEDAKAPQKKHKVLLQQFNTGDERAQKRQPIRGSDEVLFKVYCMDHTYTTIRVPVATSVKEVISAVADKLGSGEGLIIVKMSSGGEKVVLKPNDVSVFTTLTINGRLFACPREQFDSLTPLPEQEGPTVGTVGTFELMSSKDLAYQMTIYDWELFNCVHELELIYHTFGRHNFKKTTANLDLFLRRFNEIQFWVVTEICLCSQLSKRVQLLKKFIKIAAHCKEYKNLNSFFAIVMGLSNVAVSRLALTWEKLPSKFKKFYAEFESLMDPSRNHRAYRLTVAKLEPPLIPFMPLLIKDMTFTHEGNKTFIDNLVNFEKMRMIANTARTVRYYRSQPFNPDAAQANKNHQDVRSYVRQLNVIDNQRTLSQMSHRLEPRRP
# A549 tox: counter-screen for Nrf2 inhibitors: cytotoxicity in A549 cells; AID 504648; Potency, µM (titrated, usually from 46 µM), for the others: at the top dose activity change, negative = cytotoxicity, hits mostly inhibitors; A549 ARE-Fluc cells, CellTiter-Fluor viability, 18-24 h; actives 0.16% (n = 390,000); note: % is set by controls: 0 for no effect and ±100 for the full control effect
#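 Cytotoxicity counterscreen: CellTiter-Fluor fluorescence was measured in A549 ARE_Fluc cells after 18-24 h of compound exposure in a concentration series. The subsequent BugLite luminescent read reports ARE-luciferase activity.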
# Nrf2 ARE act: activators of Nrf2 (ARE) signaling. AREc32 ARE-luciferase reporter (MCF7-derived line), luminescence, 24 h. Potency, µM (titrated, usually from 46.1 µM), for the others: top-dose activation, actives largely listed as activators. actives 0.31% (n = 410,000); note: % of control where 0% means no effect; nearly all actives have a fitted effect of over 65% in size
#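 AREc32 cells carrying an ARE-driven firefly luciferase reporter were seeded at 1000 cells/well in OPTI-MEM with 5% FBS, then exposed to compound for 24 hr at 37 deg C. Luminescence was read with Steady-Glo after 30 min at RT.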
# TGFb inhibitor: inhibitors of TGF-b signaling; Potency, µM (highest dose often 46.1 µM), inactives show at the top dose activity, negative = inhibition, most hits filed as inhibitors; actives 1.2% (n = 410,000); HepG2 CAGA-GFP TGF-b/SMAD3 reporter, GFP fluorescence, 18 h; TGF-beta stimulated, 500 pg/mL final; AID 588855; note: % is set by controls: 0 for no effect and ±100 for the full control effect; nearly all actives have a fitted effect of over 65% in size
#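 First, reporter cells (HEPG2 CAGA-GFP) rested 2 h at 37 degrees C. Next, compounds were pinned in and TGF-beta added to 500 pg/mL final. After 18 h, GFP was imaged per cell and summed per well.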
# The depositor's hits bear a star; i = inactive; ? = inconclusive; · = not tested or not shown; & = joins results of further samples; [ ] = dose if it differs, or a comment. Calls come from the whole dose curve; as a rule, active = well fitted curve in the direction sought with a large enough effect; inconclusive = small, poorly fitted or top-dose-only effect, or another doubt; inactive = no such curve, though single readings can be large; an effect the other way counts as inactive or inconclusive. Potency is the fitted concentration of half-maximal effect. This is a subset (hit frequency here may not be typical).
# Below each compound: HepG2 tox | Nrf2 block | ATXN2 expr inh | ATXN viability | MCF10A rerep | EPAC2 antag | A549 tox | Nrf2 ARE act | TGFb inhibitor
CCOc1cc(C(=O)N(C)Cc2cc3ccccc3[nH]c2=O)cc(OCC)c1OCC
 : 8% | · | 3% | i | -5% | 4% | 3% | 0.2% | 33%[activator]
O=C(NCc1ccccc1)C(=O)NCC1OCCN1C(=O)c1ccc(Cl)cc1 (configuration not stated)
 : -12% | -9% | 5% | i | -2% | -3% | -5% | 0.5% | 2%
CCOC(=O)C1(C)CCN1C(=O)c1cc2ccccc2s1 (configuration not stated)
 : -11% | · | 10% | i | · | 7% | · | 5.0% | -3%
O=C(NCC(c1ccco1)N1CCCC1)c1cccc(NS(=O)(=O)c2ccc(Br)cc2)c1 (configuration not stated)
 : -18% | 6% | -3% | i | 11% | -1% | -12% | 0.4% | -12%
CCCc1[nH]nc2c1C(c1cc(OC)cc(OC)c1)C(C#N)=C(N)O2 (configuration not stated)
 : -14% | -8% | -4% | i | -3% | 1% | 0% | -0.8% | -11%
CCc1ccc(NC(=O)c2sc3ncnc(N(C)C4CCCCC4)c3c2C)cc1
 : -13% | · | -10% | i | · | · | -13% | -0.3% | 1%
CC(C)CN1CCC(Oc2cccc(C(=O)NCCc3ccccc3)c2)CC1
 : -12% | 6% | 3% | ? | -1% | 5% | -10% | 0.4% | 0%
Cc1ccc(CN2CCN(Cc3ccco3)CC2)cc1
 : 0% | -10% | · | i | -4% | -13% | -1% | 0.0% | -9%
CN(Cc1cn(C)nc1-c1ccc(Oc2ccccc2)cc1)C1CCOC1 (configuration not stated)
 : -2% | ? | -13% | i | 13% | -19% | -2% | -0.3% | 5%
CCn1cc(C(=O)NCc2ccccc2OC)c(=O)c2cc(S(=O)(=O)N3CCCCC3)ccc21
 : -31% | ? | -24% | i | · | · | -26% | -0.3% | ?
COCCOC(=O)c1c(-c2ccccc2)c(-c2ccccc2)nn(C)c1=O
 : -21% | 4% | · | · | · | · | -9% | 2.8% | -1%
CCn1c(CN2CCN(Cc3ccc(C)cc3)C(CCO)C2)nc2ccccc21 (configuration not stated)
 : -11% | -6% | -17% | i | ? | -5% | -1% | -0.2% | -11%
Cc1ccc2c(C)nc(N/C(N)=N/S(=O)(=O)c3ccccc3)nc2c1
 : -3% | 3% | -17% | i | 16% | -2% | 4% | 3.0% | -1%
COc1ccc(CN2CCC(=O)N([C@H](CO)CC(C)C)CC2)cc1
 : -10%&1% | -1% | 7% | i | -1% | 7% | 2% | -0.7% | 5%&-11%
O=C1CCc2cc(S(=O)(=O)N3CCC(C(=O)NC4CCCC4)CC3)ccc2N1
 : -2% | 0% | 2% | i | 7% | 11% | -1% | -0.7% | 4%
COc1cc2c(cc1OC)CN(C(=O)c1ccc(OC)c(S(=O)(=O)N3CCCC3)c1)CC2
 : -7% | 10% | -3% | i | 3% | 28% | 1% | 5.0% | 2%
CC(C)OC(=O)CSc1nnc(-c2cnccn2)n1Cc1ccco1
 : 32% | 16% | -2% | i | -4% | 12% | -6% | 0.1% | 7%
COc1ccc(CCN2CC(C(=O)Nc3cccc(C(C)=O)c3)CC2=O)cc1OC (configuration not stated)
 : -3% | 21% | 4% | i | 0% | -8% | -1% | 0.1% | -5%
O=C(Nc1ccc(C(=O)N2CCCCC2)cc1)c1ccccc1Br
 : -14% | -21% | 4% | i | 7% | 2% | -4% | 0.0% | -3%
NC(=O)C1(Nc2ccccc2)CCCC1
 : 5% | 16% | -1% | i | 6% | 16% | 1% | 0.4% | -6%

# Look-ups from the entries so far.
# COc1ccc(CCN2CC(C(=O)Nc3cccc(C(C)=O)c3)CC2=O)cc1OC (configuration not stated) @ TGFb inhibitor: -5%
# Cc1ccc2c(C)nc(N/C(N)=N/S(=O)(=O)c3ccccc3)nc2c1 @ Nrf2 ARE act: 3.0%

# Carrying on.
# Below each compound: HepG2 tox | Nrf2 block | ATXN2 expr inh | ATXN viability | MCF10A rerep | EPAC2 antag | A549 tox | Nrf2 ARE act | TGFb inhibitor
Cc1ccc(NC(=O)CN2C(=O)CSc3ccc(S(=O)(=O)N(C)C)cc32)cc1C
 : -27% | 0% | 9% | i | · | · | 13% | 3.3% | ?
Cc1ccc(SCC(=O)O/N=C(\N)c2ccc([N+](=O)[O-])cc2)cc1
 : -55% | 7% | 0% | i | -4% | 2% | 18% | 3.0% | ?
CCOC(=O)N1CCN(C(c2ccnc3ccccc23)c2nnnn2-c2ccc3c(c2)OCCO3)CC1 (configuration not stated)
 : · | · | 15% | i | · | 8% | · | 0.7% | ·
COC(=O)CNC(c1ccccc1)c1cc(Br)ccc1NC(=O)CCN1CCOCC1 (configuration not stated)
 : 22µM* | -43% | · | ? | 18µM* | -9% | -14% | 3.9% | 18µM*
COc1ccc(NC(=O)Cn2c(=O)c3cc(Cl)ccc3n3nncc23)cc1
 : -8% | 3% | 7% | i | · | · | -1% | -1.6% | -8%
CC(=O)Nc1ccc2c(c1)OCCO2
 : -1% | 25% | 2% | i | -5% | 6% | 2% | 0.1% | -5%
CC(C)(C)c1[nH]nc2c1C(c1ccsc1)C(C#N)=C(N)O2 (configuration not stated)
 : -24% | 5% | · | i | 18% | -17% | 13% | ? | -19%
COc1cccc(NC(=S)N/N=C2\CC(C)(C)Oc3ccc(O)cc32)c1
 : -72% | 0% | · | ? | ? | -1%[57.1 µM] | 21% | 6.6% | 1%
COc1ccc(NC(=O)c2sc3nc(C)cc(C)c3c2N)cc1
 : -1% | ? | 28% | i | ? | 1% | 3% | 8.1% | 18%
COc1cccc(C(=O)NNC(=O)C(=O)Nc2ccc(C)cc2)c1
 : 3% | -8% | 13% | i | 7% | -1% | -2% | -0.1% | 11%
CC(C)c1nn2c(=O)cc(COC(=O)c3ccc(NC(=O)C4CCCCC4)cc3)nc2s1
 : -1% | · | · | · | · | · | -6% | -0.4% | 6%
COc1cc2[nH]c(C(=O)N3CCN(c4ccc(F)cc4)CC3)cc2c(OC)c1OC
 : -15% | -2% | -8% | i | -4% | 1% | -3% | -0.4% | 4%
CSc1ccc(S(=O)(=O)N2CCC(C(=O)NCCc3ccccc3)CC2)cc1
 : -20% | -3% | 2% | i | 6% | -4% | -1% | 0.0% | 1%
O=C(CCSc1nnc2ccccn12)Nc1ccc2c(c1)OCO2
 : -4% | 16% | 14% | i | -5% | 2% | -7% | 3.5% | -5%
Nc1ncnc2c1CCC2
 : -1% | -2% | -7% | i | 17% | -4% | -1% | 3.0% | 7%
CCOc1ccccc1CN1CCN(Cc2nc3c(s2)CCCC3)CC1CCO (configuration not stated)
 : -27% | ? | · | i | 2% | 2% | ? | 0.3% | -18%
Cc1cc(C)n(C(=O)/C(C#N)=N\Nc2ccccc2[N+](=O)[O-])n1
 : 4% | ? | -3% | i | 6% | 15% | -5% | 0.4% | 3%
O=C(O)c1ccc2c(c1)C1C=CCC1C(c1ccncc1)N2 (configuration not stated)
 : -8% | 7% | 4% | i | -8% | -4% | 1% | -0.4% | -5%
CSc1ncnc2c1ncn2CCCNCc1ccco1
 : -52% | · | -8% | i | · | 25% | · | -0.3% | -2%
Cc1cc(C(=O)OCC(=O)Nc2ncc(C(F)(F)F)cc2Cl)c(C)o1
 : -4% | 5% | -4% | i | -2% | 15% | 1% | 1.7% | -13%

# 12 consecutive records already listed:
# Below each compound: HepG2 tox | Nrf2 block | ATXN2 expr inh | ATXN viability | MCF10A rerep | EPAC2 antag | A549 tox | Nrf2 ARE act | TGFb inhibitor
COc1cccc(NC(=S)N/N=C2\CC(C)(C)Oc3ccc(O)cc32)c1
 : -72% | 0% | · | ? | ? | -1%[57.1 µM] | 21% | 6.6% | 1%
COc1ccc(NC(=O)c2sc3nc(C)cc(C)c3c2N)cc1
 : -1% | ? | 28% | i | ? | 1% | 3% | 8.1% | 18%
COc1cccc(C(=O)NNC(=O)C(=O)Nc2ccc(C)cc2)c1
 : 3% | -8% | 13% | i | 7% | -1% | -2% | -0.1% | 11%
CC(C)c1nn2c(=O)cc(COC(=O)c3ccc(NC(=O)C4CCCCC4)cc3)nc2s1
 : -1% | · | · | · | · | · | -6% | -0.4% | 6%
COc1cc2[nH]c(C(=O)N3CCN(c4ccc(F)cc4)CC3)cc2c(OC)c1OC
 : -15% | -2% | -8% | i | -4% | 1% | -3% | -0.4% | 4%
CSc1ccc(S(=O)(=O)N2CCC(C(=O)NCCc3ccccc3)CC2)cc1
 : -20% | -3% | 2% | i | 6% | -4% | -1% | 0.0% | 1%
O=C(CCSc1nnc2ccccn12)Nc1ccc2c(c1)OCO2
 : -4% | 16% | 14% | i | -5% | 2% | -7% | 3.5% | -5%
Nc1ncnc2c1CCC2
 : -1% | -2% | -7% | i | 17% | -4% | -1% | 3.0% | 7%
CCOc1ccccc1CN1CCN(Cc2nc3c(s2)CCCC3)CC1CCO (configuration not stated)
 : -27% | ? | · | i | 2% | 2% | ? | 0.3% | -18%
Cc1cc(C)n(C(=O)/C(C#N)=N\Nc2ccccc2[N+](=O)[O-])n1
 : 4% | ? | -3% | i | 6% | 15% | -5% | 0.4% | 3%
O=C(O)c1ccc2c(c1)C1C=CCC1C(c1ccncc1)N2 (configuration not stated)
 : -8% | 7% | 4% | i | -8% | -4% | 1% | -0.4% | -5%
CSc1ncnc2c1ncn2CCCNCc1ccco1
 : -52% | · | -8% | i | · | 25% | · | -0.3% | -2%

# Additional records.
# Below each compound: HepG2 tox | Nrf2 block | ATXN2 expr inh | ATXN viability | MCF10A rerep | EPAC2 antag | A549 tox | Nrf2 ARE act | TGFb inhibitor
CS(=O)(=O)c1ncc(N(Cc2ccco2)Cc2ccco2)c(C(=O)Nc2ccccc2Br)n1
 : -30% | 23% | 13% | i | · | · | 3% | 6.7% | -14%
Cc1ccc2c(c1)N(C(=O)CCC(=O)NCCCN1CCC(Cc3ccccc3)CC1)CCO2
 : -51% | 4% | ? | i | 1% | 0% | -3% | -3.4% | ?
Cc1ccc(OC(=O)c2ccc(S(=O)(=O)N(C)C)cc2)c(-n2nc3ccccc3n2)c1
 : -13% | ? | 79%[activator] | i | 3% | -8% | 2% | 6.5% | -8%
CCN(Cc1ccccc1)C(=O)CN1C(=O)NC(CC)(c2ccc(F)cc2)C1=O (configuration not stated)
 : -5% | -2% | -8% | i | 7% | -9% | 7% | 0.7% | -4%

# Screening results as filed in PubChem.
